# High-throughput results deposited in PubChem BioAssay by several laboratories.
# bCat nuc transl = modulators of beta-catenin nuclear translocation, primary screen, imaging, HeLa cells, immunofluorescence, high-content; nuclear translocation activity, % at 5 µM; 190,000 tested, 0.3% active; AID 1665, 2009;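 active means nuclear translocation activity above 50% at 5 µM, with a well cell count of 50 or more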;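 further: per-cell ratio of nuclear to cytoplasmic median beta-catenin stain intensity; plate controls were DMSO negative control for no effect and GSK-3 inhibitor IX positive control for full effect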
#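 Signal – beta-catenin immunofluorescence imaging with DAPI · Test system – human HeLa cell line · Dosing – 5 µM primary single dose, 0.1% DMSO, 0.02–20 µM confirmation series · Measure – % activation, nuclear-to-cytoplasmic median beta-catenin signal ratio per cell · Incubation – 24 h compound exposure at 37°C, 5% CO2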
# Autophagy mod = autophagy modulators in MEF cells, primary screen, imaging, high-content, MEF GFP-LC3 | calls only at 10 µM (by protocol) | AID 463193, 2010 | 190,000 tested, 0.98% active | MEF GFP-LC3 puncta imaging; test concentration mostly 10 µM;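 active means percentage of spot-positive cells more than 3 SD above its plate mean, without a fluorescence outlier flag or 80% toxicity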;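 further: spot-positive cell cutoff set from DMSO-treated cells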
# HIV fusion peptide = inhibitors of HIV fusion peptide binding, primary screen, biochemical, uHTS, fluorescence dequenching (AID 1986); cell-free peptide binding, fluorescence dequenching, 30 min; higher % means a stronger effect; inhibition, % at 20 µM; hits with a dose series show IC50 in µM; 290,000 tested, 0.3% active; in the data active means inhibition mostly above about 52%, no sharp cut-off; inactive means mostly below about 76%; further: some results filed as inactive read as strong as hits
# Yfh1-depleted yeast = enhancers of respiration in Yfh1-depleted yeast, dose response, Friedreich's ataxia, plus single-dose screen (AID 1465) | S. cerevisiae Yfh1-off respiration, WST-1 reduction, 72 h; higher fold induction means a stronger effect | one-dose fold induction at 50 µM; EC50 in µM for titrated hits | 220,000 tested, 0.074% active;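 active means fold induction of absorbance versus untreated yeast above a set limit, then at least 30% activation at any dose in follow-up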;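 further: activators that raise dye reduction in frataxin-depleted yeast; strong numbers were not always called active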
# AID2073 = inhibitors of Mint1-CaV2.2 protein interaction, biochemical, HTRF (AID 2073); Voltage-dependent N-type calcium channel subunit alpha-1B (Homo sapiens); HTRF protein-protein interaction, Mint1-CaV2.2; higher % means a stronger effect; 290,000 tested, 0.19% active; inhibition, % at 20 µM, or IC50 in µM where a hit was titrated; in the data active means inhibition mostly above about 51%, no sharp cut-off; further: some results filed as inactive read as strong as hits
# Insulin prom up = insulin promoter activators in MIN6 cells, imaging, high-content screening, mouse beta cells. MIN6 insulin promoter-GFP reporter; active compounds read high. z-score at 5 µM. 190,000 tested, 0.3% active. AID 1625, 2009;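 active means z-score above 3 at 5 µM with at least 500 cells counted in the well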
# WT yeast gro inh = growth inhibition of WT strain, primary screen, mitochondrial fusion inhibitor project, WT and mutant strains, chemical genetic. 190,000 tested, 2.1% active. inhibition, % at 10 µM. AID 1362, 2008. mitochondrial fusion phenotypic screen; in the data active means inhibition above about 58%; tested in S. cerevisiae
# Dynein cargo inh = inhibitors of GR-EGFP nuclear translocation, primary screen, dynein cargo transport inhibitor project, imaging, high-content, 3617.4 mouse cells; 220,000 tested, 0.47% active; z-score, hits read low; test concentration mostly 20 µM; stimulated with dexamethasone, 1 µM; active compounds read low;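 active means plate z-score of nuclear minus cytoplasmic receptor signal below a set negative limit, without overly bright fluorescence or cell loss, cut at about -3.5 in these data, passing the limit was not always enough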;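 further: z-score of nuclear minus cytoplasmic ring GR-EGFP intensity difference per well; some compounds called inactive have numbers as strong as hits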
#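 medium = tetracycline-free induction medium containing charcoal-stripped FBS | probe or stimulus = dexamethasone, 1.0 µM final | timing = 48 h induction, then 1 h compound, then 30 min agonist, 37 °C | detection = automated 10x imaging of fixed Hoechst-stained cells | read-out basis = nuclear versus cytoplasmic GR-EGFP signal, averaged per well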
# MT stabilizer = microtubule stabilizers in HeLa cells, primary screen, imaging, high-content imaging. % tubulin-high responders, % at 10 µM. HeLa tubulin immunostaining HCS, 24 h; share of cells brighter than vehicle mean+2SD. 200,000 tested, 0.83% active;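 active means plate Z-score above 3 for both tubulin-high and condensed-nucleus cell shares, with cell loss under 80%, at 10 µM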;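 further: anti alpha tubulin signal scored within the nucleus-defined area of each cell; some results filed as inactive read as strong as hits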
# WT yeast gro inh mutant strain = further read-out of WT yeast gro inh, marked with its call; inhibition, %; mitochondrial fusion phenotypic screen, mutant strain inhibition
# Dynein cargo inh cytoplasmic EGFP = also measured in Dynein cargo inh; calls as there; z-score; measured here: cytoplasmic GR-EGFP intensity; active compounds read high
# Dynein cargo inh nuclear GR-EGFP = further read-out of Dynein cargo inh, marked with its call; z-score; measured here: nuclear GR-EGFP intensity;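 lower value marks the stronger effect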
# Dynein cargo inh cell count = also measured in Dynein cargo inh; calls as there; z-score; measured here: cell count per field
# Insulin prom up cell count = further read-out of Insulin prom up, marked with its call; cell count; measured here: cytotoxicity, nuclei count;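 total cells summed across four imaged fields per well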
# bCat nuc transl cell count 5 µM = second read-out of bCat nuc transl, no call of its own (marks repeat the call); cell count; measured here: cell count, cytotoxicity flag
# MT stabilizer Hoechst-high % = second read-out of MT stabilizer, no call of its own (marks repeat the call); % Hoechst-high responders; measured here: nuclear condensation Hoechst responders;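 share of cells brighter than vehicle mean plus two SD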
# MT stabilizer cytotoxicity % = recorded beside MT stabilizer, whose call it bears; toxicity, %; measured here: cytotoxicity by cell density;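 0% = mean cell density of plate MIN control wells and 100% = no cells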
# Autophagy mod cell loss 18 h = second read-out of Autophagy mod, no call of its own (marks repeat the call); toxicity, %; measured here: cell loss, nuclei count;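 cell loss after 18 h compound exposure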
# * marks the source's active call; other numbers are inactive results; i = inactive; · = no result given.
SMILES,bCat nuc transl,bCat nuc transl cell count 5 µM,Autophagy mod,Autophagy mod cell loss 18 h,HIV fusion peptide,Yfh1-depleted yeast,AID2073,Insulin prom up,Insulin prom up cell count,WT yeast gro inh,WT yeast gro inh mutant strain,Dynein cargo inh,Dynein cargo inh cytoplasmic EGFP,Dynein cargo inh nuclear GR-EGFP,Dynein cargo inh cell count,MT stabilizer,MT stabilizer Hoechst-high %,MT stabilizer cytotoxicity %
CCOC(=O)N1CCc2[nH]c3ccc(C)cc3c2C1,3.0,959,i,9,-0.3%,i,-6%,1,1470,18,12,-3.1,1.2,-1.3,-2.1,2.8,3.1,1.6
Cc1ccc(S(=O)(=O)N2CCCCC2)cc1NC(=O)CN1C(=O)CN(C)C1=O,-2.8,968,i,-1,-2.0%,i,-10%,·,·,-4,-10,0.69,-0.14,1.1,-1.2,1.6,1.4,4.9
O=C(O)CC(CC(=O)Nc1ccc(N2CCOCC2)cc1)c1ccccc1 (stereo not drawn),-0.3,1084,·,·,-1.5%,i,2%,-0.33,1553,·,·,2,-0.089,0.96,-2.2,·,·,·
COc1ccccc1-n1c(O)c(C=NCc2ccccn2)c2ccccc2c1=O,-1.2,1151,·,·,0.7%,i,9%,0.01,1401,·,·,0.4,-0.28,0.14,0.093,·,·,·
O=c1[nH]c(N2CCN(Cc3ccc4c(c3)OCO4)CC2)nc2c1CCCC2,-2.2,937,i,7,-1.0%,i,3%,0.52,1680,-2,3,-1,-0.31,-0.048,2.3,5.9,3.5,3.7
CCOC(=O)c1cn2c(C)cccc2n1,-0.3,1046,i,-9,-0.2%,i,13%,0.1,1290,7,10,0.6,-0.36,0.22,0.42,1.9,1.5,0.2
CSCCC(N=C(NS(=O)(=O)c1ccc(C)cc1)c1ccccc1)C(=O)O (stereo not drawn),-1.5,1322,·,·,-1.3%,i,-1%,0.06,944,·,·,-0.037,-0.23,-0.12,0.22,·,·,·
Cc1ccc2c(CN3C(=O)NC(C)(c4ccc5c(c4)OCO5)C3=O)cc(=O)oc2c1 (stereo not drawn),1.2,1169,i,3,3.8%,i,3%,0.84,1182,18,-7,-1.2,0.19,-0.38,1.3,2.9,1.9,0.6
O=C(Cc1ccccc1)N/N=C/c1ccc[nH]1,0.4,1275,·,·,0.6%,i,-11%,0.18,1102,·,·,-1.1,0.55,0.23,0.52,·,·,·
O=C(O)[C@H]1Cc2ccccc2CN1S(=O)(=O)c1ccc(F)cc1,-0.5,1381,·,·,-1.3%,i,5%,-0.5,1085,·,·,-0.46,-0.24,-0.28,0.18,·,·,·
O=C1CC(c2ccncc2)c2cc3c(cc2N1)OCO3 (stereo not drawn),·,·,i,-3,-2.6%,i,-5%,0.4,1283,9,15,0.42,-0.28,0.6,0.38,0.9,2.3,38
O=C(COC(=O)CNC(=O)c1ccc(Br)o1)Nc1ccccc1OC(F)F,-3.3,1037,i,3,1.1%,i,0%,-0.08,1677,-23,-9,-0.27,-0.38,-0.13,0.62,3.7,2.5,2.3
COc1ccc(C(=O)NCC(=O)N/N=C/c2cccc(OC(=O)c3ccco3)c2)cc1OC,-0.9,1126,i,7,-2.5%,i,1%,-0.12,1373,2,18,-0.7,-0.23,-0.21,0.62,4.4,1.1,2.0
CCOC(=O)CNCCC(=O)c1ccc(Br)cc1,-0.2,964,i,-8,-1.3%,i,-6%,·,·,-7,-11,-1.1,-0.26,-0.92,1.1,3.2,2.7,7.0
CN(C)c1ccc(NC(=O)c2ccc3nsnc3c2)cc1,-0.5,1064,i,9,-3.5%,i,19%,0.36,1801,-2,14,2.4,-0.053,0.99,-2.7,2.4,2.8,8.5
CCOC(=O)c1c(-c2ccccc2)csc1NC(=O)CCN1CCOCC1,0.1,887,i,0,0.3%,i,-2%,-0.16,1160,57,49,-0.01,-0.33,-0.14,0.59,2.8,1.7,0.4
COc1ccc(Cn2nnnc2CN2CCC(c3nc4ccccc4s3)CC2)cc1,-9.1,957,i,-44,0.4%,i,5%,0.01,1418,5,11,1.3,-0.29,1.2,-0.67,3.0,2.4,7.6
CC(C)(C)c1ccc(S(=O)(=O)N2CCCCC2C(=O)NCc2ccccn2)cc1 (stereo not drawn),1.9,1059,·,·,-3.0%,i,0%,1.9,1839,10,4,·,·,·,·,·,·,·
CC(C)(C)OC(=O)N1CCCN(C(=O)Nc2cccc(Cl)c2)CC1,0.9,1328,·,·,1.3%,i,12%,-1.4,1116,·,·,-0.52,-0.31,-0.34,0.18,·,·,·
COc1ccc(CCC(=O)Nc2ccc3c(c2)OCCO3)cc1,2.5,1389,i,1,-0.9%,i,-5%,0.21,1541,5,-11,0.089,-0.18,0.052,0.16,1.5,1.5,3.9

# Filtered by structure, the compounds so far containing a furan ring, fused or not.
SMILES,bCat nuc transl,bCat nuc transl cell count 5 µM,Autophagy mod,Autophagy mod cell loss 18 h,HIV fusion peptide,Yfh1-depleted yeast,AID2073,Insulin prom up,Insulin prom up cell count,WT yeast gro inh,WT yeast gro inh mutant strain,Dynein cargo inh,Dynein cargo inh cytoplasmic EGFP,Dynein cargo inh nuclear GR-EGFP,Dynein cargo inh cell count,MT stabilizer,MT stabilizer Hoechst-high %,MT stabilizer cytotoxicity %
O=C(COC(=O)CNC(=O)c1ccc(Br)o1)Nc1ccccc1OC(F)F,-3.3,1037,i,3,1.1%,i,0%,-0.08,1677,-23,-9,-0.27,-0.38,-0.13,0.62,3.7,2.5,2.3
COc1ccc(C(=O)NCC(=O)N/N=C/c2cccc(OC(=O)c3ccco3)c2)cc1OC,-0.9,1126,i,7,-2.5%,i,1%,-0.12,1373,2,18,-0.7,-0.23,-0.21,0.62,4.4,1.1,2.0

# (continued)
SMILES,bCat nuc transl,bCat nuc transl cell count 5 µM,Autophagy mod,Autophagy mod cell loss 18 h,HIV fusion peptide,Yfh1-depleted yeast,AID2073,Insulin prom up,Insulin prom up cell count,WT yeast gro inh,WT yeast gro inh mutant strain,Dynein cargo inh,Dynein cargo inh cytoplasmic EGFP,Dynein cargo inh nuclear GR-EGFP,Dynein cargo inh cell count,MT stabilizer,MT stabilizer Hoechst-high %,MT stabilizer cytotoxicity %
Cc1cc(C)c(NC(=O)COC(=O)/C=C/c2cccc(C(F)(F)F)c2)c(C)c1,-1.6,521,i,12,0.4%,i,5%,0.6,1329,-9,-17,0.16,-0.3,-0.26,-0.041,5.2,3.4,10
COc1ccc(C2OC(=O)CC2C(=O)NC(C)C)cc1 (stereo not drawn),-0.3,1380,i,0,1.5%,i,10%,0.78,1219,18,1,-0.47,-0.19,-0.17,0.19,2.0,1.4,5.5
CC(=O)N1CC2(NC(=O)c3ccccc3N2)c2ccccc21 (stereo not drawn),-2.2,1084,i,-8,0.8%,·,6%,-0.02,1310,-10,12,0.12,-0.31,0.4,0.11,4.9,2.0,9.3
c1ccc(-c2ccccc2OCCCN2CCOCC2)cc1,-0.4,1481,i,-3,1.6%,i,-5%,0.03,1453,14,-4,-0.36,-0.31,-0.71,0.57,3.6,1.8,12
CCCCCn1nc(C)c(/C=N/NC(=O)c2ccoc2C)c1C,-0.2,1065,i,-5,-0.2%,i,2%,·,·,-6,4,-0.93,-0.27,-0.44,0.6,3.2,2.4,9.9
Cc1nn(C)c(Cl)c1C(=O)NCC(=O)Nc1ccc(C(C)C)cc1,-1.1,1124,i,-2,-0.5%,i,3%,-0.48,1215,-17,9,-0.61,-0.32,-0.067,0.29,8.4,2.3,8.2
N/C(=N/O)C(c1ccccc1)c1ccccc1,-2.1,1114,i,2,0.9%,i,12%,0.02,1483,-12,-8,-1,0.32,-0.75,0.91,2.0,2.8,5.3
Cc1oc(-c2ccccc2)nc1Cn1cccc1C1=NC(c2ccccc2)CO1 (stereo not drawn),0.8,1328,i,24,0.8%,i,20%,-0.98,1645,49,7,-0.24,-0.29,-0.31,0.67,4.4,1.8,0.2
COc1cc(CNCC(C)C)cc(Br)c1OCC(=O)Nc1ccccc1,9.6,303,i,-11,1.8%,i,-6%,·,·,6,9,-0.16,-0.24,-0.071,0.038,4.2,1.9,1.0
COC(=O)c1ccccc1COn1c(=O)c[n+]([O-])c2ccccc21,0.2,1191,i,-2,7.1%,i,2%,0.31,1325,-1,-24,1.2,-0.23,0.96,0.12,2.2,2.7,20
Cc1nn(-c2ncc(C(F)(F)F)cc2Cl)c(=O)n1-c1ccccc1Cl,-12,1196,i,-5,-0.1%,·,-3%,·,·,-9,8,0.89,0.64,0.79,-0.22,1.0,1.1,10
CC1=CC(=C(C#N)c2nc3ccccc3s2)C=C(C)N1CC1CCCO1 (stereo not drawn),2.4,1088,i,21,44%,i,17%,-1.2,1093,-3,24,0.3,-0.054,0.48,0.06,2.0,2.8,1.4
Cc1ccc(N2C(=O)CC(Sc3ccccc3C(=O)O)C2=O)c([N+](=O)[O-])c1 (stereo not drawn),-0.5,1585,i,16,-0.9%,i,18%,-0.31,1546,11,17,-0.46,-0.22,-0.23,0.01,2.1,1.7,7.5
Oc1ccc(N2CCN(C(c3cccnc3)c3nnnn3Cc3ccccc3)CC2)cc1 (stereo not drawn),·,·,i,-2,0.7%,i,-73%,·,·,13,5,-0.36,-0.25,0.48,-0.037,2.8,2.3,6.3
CCOC(=O)c1nnn(-c2nonc2N)c1CN(C)C1CCCCC1,-1.7,976,i,14,0.8%,i,4%,0.06,1526,7,3,-0.89,-0.41,-0.17,0.66,3.7,2.1,14
C=CCNC(=O)C1CC(=O)N(c2ccc(OCC(=O)Nc3ccc(OC)cc3)cc2)C1 (stereo not drawn),-1.2,1027,i,-4,0.5%,i,21%,-0.22,1560,4,-3,-0.8,-0.2,-0.53,0.87,3.3,2.7,7.4
